Source: PubChem BioAssay (Sanford-Burnham Center for Chemical Genomics)
PfG6PD inh – PfG6PD enzyme inhibitors, primary screen, biochemical, fluorescence intensity, uHTS; glucose-6-phosphate dehydrogenase-6-phosphogluconolactonase (Plasmodium falciparum 3D7); PfGluPho enzyme, NADPH resazurin-diaphorase fluorescence; inhibition, % at 20 µM; 350,000 tested, 0.78% active;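 active means inhibition reaching at least a set limit at 20 µM in the primary screen, cut at about 59% in these data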;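 further: 0% = DMSO wells with substrate and 100% = DMSO wells lacking glucose-6-phosphate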
Apaf1 inhib – inhibitors of human Apaf-1 apoptosome, primary screen, biochemical, DEVD-Rh110 fluorescence, uHTS; reconstituted apoptosome caspase-3 activity; AID 489030, 2010; inhibition, % at 20 µM; Apoptotic protease-activating factor 1 (Homo sapiens), O14727; 330,000 tested, 0.71% active; active means inhibition of at least 40% at 20 µM;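 further: plate controls were DMSO wells for no effect and DEVD-CHO caspase inhibitor wells for full effect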
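Material: reconstituted apoptosome with Apaf-1, cytochrome c, caspase-9, procaspase-3, dATP. Technique: Rh110 fluorescence intensity. Buffer or medium: pH 7.5 Hepes buffer with CHAPS, BSA, DTT. Times: 30 min plus 50 min, RT.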
HKDC1 inh – HKDC1 hexokinase inhibitors, primary screen, biochemical, fluorescence, uHTS | recombinant HKDC1, G6PDH/diaphorase resazurin coupled fluorescence | inhibition, % at 20 µM | 340,000 tested, 0.16% active | AID 493160, 2011;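 active means inhibition above about 35% when tested at 20 µM, limit read from the data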;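 further: plate controls were DMSO wells with enzyme for no effect and DMSO wells lacking enzyme for full effect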
Target sequence (Q2TB90 whole entry, looked up): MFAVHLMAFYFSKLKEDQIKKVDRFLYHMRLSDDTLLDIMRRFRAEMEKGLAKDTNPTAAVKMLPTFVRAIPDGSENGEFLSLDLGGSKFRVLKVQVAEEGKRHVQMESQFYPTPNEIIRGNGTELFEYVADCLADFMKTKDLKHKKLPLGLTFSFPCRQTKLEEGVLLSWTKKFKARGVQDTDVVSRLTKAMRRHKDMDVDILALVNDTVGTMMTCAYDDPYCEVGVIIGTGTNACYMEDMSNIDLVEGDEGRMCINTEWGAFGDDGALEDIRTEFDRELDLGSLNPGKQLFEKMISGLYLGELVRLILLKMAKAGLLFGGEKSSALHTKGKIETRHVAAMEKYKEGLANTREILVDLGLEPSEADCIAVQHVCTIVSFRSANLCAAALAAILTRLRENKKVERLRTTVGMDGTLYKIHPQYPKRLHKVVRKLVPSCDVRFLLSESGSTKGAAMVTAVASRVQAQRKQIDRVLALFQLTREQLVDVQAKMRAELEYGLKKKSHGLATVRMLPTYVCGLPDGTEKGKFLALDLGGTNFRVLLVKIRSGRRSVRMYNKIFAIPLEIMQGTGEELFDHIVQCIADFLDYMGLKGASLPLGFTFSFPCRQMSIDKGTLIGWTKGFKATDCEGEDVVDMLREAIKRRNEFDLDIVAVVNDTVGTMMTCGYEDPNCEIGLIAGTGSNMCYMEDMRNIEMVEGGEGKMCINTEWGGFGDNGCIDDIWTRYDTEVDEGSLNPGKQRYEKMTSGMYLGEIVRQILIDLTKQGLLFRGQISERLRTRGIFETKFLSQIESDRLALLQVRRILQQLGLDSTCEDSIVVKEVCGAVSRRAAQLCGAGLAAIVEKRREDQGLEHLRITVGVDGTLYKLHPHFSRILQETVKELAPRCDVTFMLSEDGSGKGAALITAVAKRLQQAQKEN
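Test system: recombinant HKDC1 (HK5) hexokinase enzyme, produced in-house / Doses: 20 µM test compound, 1% DMSO / Timing: 90 min, room temperature / Detection: G6PDH/diaphorase-coupled fluorescence, 1 mM NADP, 100 µM resazurin, 525/613 nm / Control set: DMSO wells with and without enzyme mix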
SENP8 block-1 – human SENP8 protease inhibitors, primary screen, biochemical, fluorescence, Nedd8 protein substrate, uHTS | Sentrin-specific protease 8 (Homo sapiens), Q96LD8 | recombinant SENP8 | inhibition, % at 20 µM | 360,000 tested, 0.64% active | AID 602440, 2012; in the data active means inhibition mostly above about 40%, no sharp cut-off; inactive means mostly below about 27%
SENP6 block – SENP6 protease inhibitors, primary screen, biochemical, luminescence, uHTS; Sentrin-specific protease 6 (Homo sapiens), Q9GZR1; Recombinant SENP6 catalytic domain, aminoluciferin luminescence; inhibition, % at 10 µM; 330,000 tested, 1.8% active;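 active means inhibition above about 50% at the single tested dose, limit read from the data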;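 further: plate controls were DMSO wells with enzyme for no effect and DMSO wells lacking enzyme for full effect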
SENP7 inh – SENP7 protease inhibitors, primary screen, biochemical, luminescence, uHTS. Sentrin-specific protease 7 (Homo sapiens), Q9BQF6. 330,000 tested, 1.5% active. recombinant SENP7, Z-RLRGG-aminoluciferin luminescence, 40 min. inhibition, % at 5 µM;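 active means inhibition above about 50% at the single test dose, limit read from the data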;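 further: plate controls were DMSO with enzyme for no effect and no enzyme buffer wells for full effect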
SENP8 block-2 – SENP8 protease inhibitors, primary screen, biochemical, luminescence. Sentrin-specific protease 8 (Homo sapiens), Q96LD8. inhibition, % at 10 µM. 330,000 tested, 1.2% active. purified SENP8, Z-RLRGG-aminoluciferin cleavage. AID 2540, 2010; in the data active means inhibition above about 50%
SENP1 inh – human SENP1 catalytic domain inhibitors, primary screen, biochemical, FRET, uHTS. Sentrin-specific protease 1 (Homo sapiens), Q9P0U3. recombinant SENP1 catalytic domain, CyPet-SUMO1-YPet FRET cleavage. inhibition, % at 10 µM. 360,000 tested, 0.21% active. AID 624204, 2012;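 active means inhibition at least 30% at 10 µM, raw YFP signal under a set limit, fluorescence ratio 0.5 to 1.5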;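 further: 0% = enzyme with DMSO and 100% = no enzyme wells; some results filed as inactive read as strong as hits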
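System: Recombinant human SENP1 catalytic domain, His6-tagged | Incubation: Enzyme reaction for 50 min at room temperature, dark | Medium: Tris pH 8 with BME, BSA, NP40 and catalase | Also added: 25 nM SUMO1 FRET substrate | Compound: 10 µM single point, 0.5% DMSO | Measured by: FRET fluorescence in CFP and YFP emission channels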
* hit, by the source's call; . = not tested or not shown; & = joins results of further samples. Compounds as they come (roughly 3.6% active in at least one column).

compound	SENP6 block	SENP1 inh	SENP7 inh	SENP8 block-2	SENP8 block-1	Apaf1 inhib	HKDC1 inh	PfG6PD inh
CCCCn1c(CNC(=O)C(C)(C)C)nc2ccccc21	1	-3	0	7	10	-9	0	0
O=[N+]([O-])c1ccc(O)c(/C=N\N=C2c3ccccc3-c3ccccc32)c1	7	58*	4	-3	39	2	-2	-12
Clc1ccc(Nc2nc(NCCN3CCOCC3)nc(N3CCOCC3)n2)cc1	-6	0	6	-3	22	-1	-7	14
CCOC(=O)C1CCCN(Cc2ccc(OCC)cc2)C1 (configuration not stated)	5	-1	5	0	19	2	-6	6
CCOc1ccc(C(=O)Nc2c3c(nn2-c2ccc(C)cc2)CS(=O)C3)cc1OCC (configuration not stated)	-18	-1	7	-13	4	9	-2	6
O=C(CNC(=O)c1ccccc1)OCc1cccc(Br)c1	-6	-2	-7	-5	15	0	3	8
O=C(COC(=O)COc1ccccc1F)NCCc1ccc(F)cc1	4	3	0	4	7	2	-3	-14
Cc1cc(C)n(-c2ccc(C(=O)NCC(c3ccco3)N3CCCC3)cc2)n1 (configuration not stated)	-9	-2	-6	-1	5	14	0	-2
CC(C)NC(=O)COC(=O)c1cc(Br)ccc1Cl	14	1	3	1	10	1	-10	3
Cc1ccc(CCNC(=O)C2CCCN(c3ncnc4c3nc3n4CCCCC3)C2)cc1 (configuration not stated)	8	0	9	6	3	-9	-2	13
Cc1ccc(-n2c(SCCN)nnc2-c2cccc(C)c2)cc1	-15	0	-5	-7	30	-2	-4	-6
O=C(CN1C(=O)C2CC=CCC2C1=O)NCC1COc2ccccc2O1 (configuration not stated)	-28	-2	-3	-6	16	5	-9	12
C=CCc1ccccc1Oc1cc(OC)nc(N)n1	-12	2	-1	-10	4	-1	3	7
C/C(=N\NC(=O)c1c(Br)cnn1C)c1ccc(NC(=O)c2ccc(F)cc2)cc1	9	3	1	-2	9	11	-11	-12
COc1ccc(NC(=O)C2CCN(S(=O)(=O)c3ccc(C)cc3)CC2)cc1OC	-1	0	1	2	15	-6	-6	4
Cc1ccc(S(=O)(=O)N(C)c2ccc(OCC(=O)OCc3nnc(-c4ccccc4)o3)cc2)cc1	.	2	.	.	8	.	-2	-4
OC[C@H]1O[C@@H](n2cnc3c(NC4CCCC4)ncnc32)[C@H](O)[C@@H]1O	9	0	4	8	-2	-12	-3	14
CN(C)CCC(c1ccc(Br)cc1)c1ccccn1 (configuration not stated)	-7	0&0&-2	-10	-2	3&1&4	6	2&-3&-7	1&4&5
Nc1nnc(SCc2ccccc2)n1-c1ccccc1	1	1	3	6	11	-4	-2	0
COc1ccc(CCNC(=O)c2ccc([N+](=O)[O-])cc2)cc1	-16	3	-6	-8	8	3	-6	-2
FC(F)(F)c1ccccc1CN1CCN(C2CCCCCC2)CC1	-3	-1	-2	-3	24	-4	10	-5
Cc1ccc(S(=O)(=O)N(CCO)c2cc3c(s2)CCCC3)cc1	2	4	-5	4	12	7	12	-4
CCC(C)NC(=O)C(=O)NCc1ccccn1 (configuration not stated)	-4	4	6	-5	5	-4	-4	4
O=c1[nH][nH]c(=O)n1-c1ccccc1	-2	1	12	7	12	-7	1	10
CCOC(=O)c1ccc(N/C=C/C(=O)C(C)(C)C)cc1	-2	0	-9	2	-4	-8	1	4
COc1ccc(NC(=S)N(CCCN2CCCC2)Cc2cccn2Cc2ccc(Cl)cc2)cc1Cl	-5	3	7	-3	34	36	-2	22
Cc1ccnc2nc(C(=O)Nc3ccc4c(c3)OCO4)nn12	67*	0	-2	57*	23	-29	-8	1
COC(=O)c1cccc(S(=O)(=O)N2CCCCC2)c1	5	2	-4	-1	14	-4	-8	-11
Cn1c(SCCOc2ccccc2Cl)nnc1-c1cccs1	10	3	1	-7	4	-1	9	11
CCOc1cc(NC(=S)NCCOC)c(OCC)cc1NC(=O)c1cccs1	-17	.	-5	-10	.	14	-2	13
COc1ccc(NC(=O)CSc2nnc(-c3ccccc3C)n2C)cc1	-5	-2	-4	-7	24	-11	-4	5
Cc1csc(CN(C)C(=O)c2cn(Cc3cccc4ccccc34)nn2)n1	-1	-1	-4	-3	-1	5	-7	10
COC(=O)c1ccc(COc2ccccc2/C=C(\C#N)C(=O)Nc2ccc(C)cc2)cc1	-9	1	-3	-10	7	20	-7	6
C/C(=N\Nc1nncc2ccccc12)c1ccc(OCC(=O)N(C)C)cc1	17	-1	1	1	24	13	-3	2
CCC(=O)c1ccccc1OCCN1C(=O)NC(C)(C)C1=O	1	0	0	-1	17	-9	8	-12
Cc1cc(F)ccc1NC(=O)c1cc(S(=O)(=O)N2CCOCC2)cn1C	2	1	3	3	4	-8	-7	2
O=C(COC(=O)CNC(=O)C1CCCCC1)Nc1cccc(F)c1	15	2	1	0	3	-8	5	12
COc1ccccc1NC(=O)CCN1CCN(Cc2ccccc2)CC1	-8	1	-10	-2	10	-1	6	-9
O=[N+]([O-])c1cc(C2Nc3cccc4cccc(c34)N2)ccc1Cl	3	-2	-3	1	24	28	0	32
CC1(C)CC(=O)C2=C(C1)NC(SCC(=O)Nc1ccccc1)=C(C#N)C21CCCCC1	0	-11	6	-2	-56	20	10	17
COc1ccccc1-c1noc(CCC(=O)Nc2cc(C(F)(F)F)ccc2Cl)n1	7	2	-7	-6	-2	17	2	37
CCOc1ccc(NC(=O)CSC2=NCCN2)cc1	10	0	1	6	12	-12	-5	-7
COc1cc2sc(C)nc2c2ccccc12	5	-1	-10	-9	25	16	16	51
CCOc1ccc(NC(=O)CN2CCN(CC(=O)Nc3cc(OC)cc(OC)c3)CC2)cc1	-15	1	16	-8	14	8	-4	-5
C=CCn1c(NCc2cc(C)ccc2O)nc2ccccc21	2	3	-5	2	16	-1	-6	12
COc1ccccc1/C=C/C(=O)Oc1cccc2cccnc12	-6	2	7	-1	-67	11	13	-4
O=c1c2cc(Cl)ccc2nc(-c2ccccc2Cl)n1O	-22	4	-7	-6	-54	3	-11	-5
CC(NC(=O)CSc1nnc(-c2cccnc2)n1N)c1ccccc1 (configuration not stated)	-19	0	-9	-16	18	3	-5	23
CN(Cc1ccccc1NS(=O)(=O)c1ccc2ccccc2c1)C1CCCCC1	7	-1	2	-4	14	6	1	-7
Cc1ccc(C(=O)OCC(=O)NCCNC(=O)COC(=O)c2ccc(C)o2)o1	-14	2	-13	-2	6	3	-1	-19
COc1ccccc1C(=O)N/C(=N/c1nc(C)cc(C)n1)Nc1ccccc1	-31	1	13	-5	8	8	-2	13
CCCCOC(=O)NC1(C)CCS(=O)(=O)C1 (configuration not stated)	-31	3	-3	-14	18	4	-6	-7
O=C(CCc1nc(-c2ccccc2)no1)Nc1cccc(C(=O)NC2CC2)c1	-3	0	-2	-1	-8	-6	5	-3
COc1ccc(N=Nc2nc3cc(Br)c(Br)cc3n2C)c(OC)c1	.	61*	.	.	11	.	30	35
O=C(N/N=C/c1c[nH]c2ccccc12)c1cc2ccccc2o1	6	-4	3	-1	-285	5	-6	13
O=C(NNc1nc(-c2ccccc2)c2cc(Br)ccc2n1)c1ccc(S(=O)(=O)N2CCCCC2)cc1	3	5	4	1	21	11	4	-30
COc1ccc(C(=O)OCc2cc3cccc(C)c3[nH]c2=O)cc1	-9	-1	-2	-8	-53	13	7	0
CC(=O)Nc1ccc(NC(=O)COc2ccccc2C(=O)Nc2cccc(Cl)c2Cl)cc1	.	0	.	.	8	.	-4	5
COc1ccc(NS(=O)(=O)c2ccc3oc(=O)ccc3c2)cc1	-16	0	-1	40	23	-8	8	-22
Nc1nc(-c2ccc3c(c2)CCC(=O)N3)cs1	3	-12	-5	-4	-15	2	-4	-1

More compounds follow.
compound	SENP6 block	SENP1 inh	SENP7 inh	SENP8 block-2	SENP8 block-1	Apaf1 inhib	HKDC1 inh	PfG6PD inh
Cn1c(=O)c2c(nc(CN3CCN(Cc4ccccc4)CC3)n2Cc2ccc(F)cc2)n(C)c1=O	2	-2	0	9	5	2	-2	10
NC(=O)C1(S(=O)(=O)c2ccccc2)CCCCC1	6	2	0	-7	26	-4	-4	7
OC(CNc1nc(C(F)(F)F)nc2ccccc12)c1ccccc1 (configuration not stated)	-2	2	12	0	17	9	3	2
O=C(NCc1ccco1)/C(=C\c1ccccc1)NC(=O)c1ccccc1	-30	0	4	-3	9	7	-5	-2
CC(=O)Nc1ccc(C(=O)OCC(=O)NC(=O)NC(C)(C)C)cc1	-6	1	-2	0	9	-2	-6	-21
Cc1nc(C)c2c(c1C(F)(F)F)-c1ccccc1C2(F)F	-6	0	1	-22	16	0	5	-10
COc1ccc(CNCC(O)COc2ccc(C(C)(C)c3ccccc3)cc2)cc1 (configuration not stated)	-2	-2	-2	-18	13	30	5	14
NC(=O)CSc1nnc(-c2ccncc2)o1	11	1	-2	4	18	-8	-7	-3
O=S1OCCN1c1ccccc1 (configuration not stated)	-14	-2	-7	-4	14	5	-4	11
C#CCOCCOCCOCCNc1nc(N2CCN(C(=O)CCCCCCCCCCNC(=O)[C@@H]([C@H](C)O)n3cc(C)nn3)CC2)nc(N2CCN(C(=O)CCCCCCCCCCNC(=O)[C@@H]([C@H](C)O)n3cc(C)nn3)CC2)n1	-1	2	3	-8	8	30	4	18
CC1(CCl)N([O-])C2=C(CCCC2)[N+]1=O (configuration not stated)	-3	1	8	-1	32	-10	9	-5
CC(C)(C)c1ccc(S(=O)(=O)NC(Cc2ccccc2)C(=O)O)cc1 (configuration not stated)	4	3	-10	0	7	0	-7	-31
Cc1nn(C)cc1C1C(C#N)=C(N)N(c2cccnc2)C2=C1C(=O)CCC2 (configuration not stated)	-22	-21	12	-2	4	21	-10	-1
COc1ccc(NC(=O)CSc2n[nH]c(C)c2[N+](=O)[O-])cc1	-2	2	3	-4	11	-13	0	-24
Cc1cc2cc(C=C(C#N)C#N)c(Cl)nc2cc1C	-27	-16	-7	-19	-12	12	25	40
Oc1ccccc1N1CCN(CC(O)COC2CCCc3ccccc32)CC1 (configuration not stated)	-17	0	-6	-11	7	2	6	3
CCc1nnc(NC(=O)C(C)C)s1	0	2	6	7	17	0	0	3

3 entries already listed, arranged by the number in PfG6PD inh, falling.
smiles	PfG6PD inh
O=C(N/N=C/c1c[nH]c2ccccc12)c1cc2ccccc2o1	13
O=c1[nH][nH]c(=O)n1-c1ccccc1	10
Cc1cc(F)ccc1NC(=O)c1cc(S(=O)(=O)N2CCOCC2)cn1C	2
